FLuc modulator: firefly luciferase modulation, counter-screen for miR-21 project. purified FLuc, Km substrates, luminescence inhibition. P08659. AID 588342. hit rate 6.9% among 360,000. Potency, µM (series often up to 57.5 µM), for the others: top-dose activity change, negative = inhibition, actives largely listed as inhibitors;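 further: plate controls were vehicle for no effect and reference inhibitor for full effect; nearly all actives have a fitted effect of over 55% in size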
Target sequence (P08659 whole entry, looked up): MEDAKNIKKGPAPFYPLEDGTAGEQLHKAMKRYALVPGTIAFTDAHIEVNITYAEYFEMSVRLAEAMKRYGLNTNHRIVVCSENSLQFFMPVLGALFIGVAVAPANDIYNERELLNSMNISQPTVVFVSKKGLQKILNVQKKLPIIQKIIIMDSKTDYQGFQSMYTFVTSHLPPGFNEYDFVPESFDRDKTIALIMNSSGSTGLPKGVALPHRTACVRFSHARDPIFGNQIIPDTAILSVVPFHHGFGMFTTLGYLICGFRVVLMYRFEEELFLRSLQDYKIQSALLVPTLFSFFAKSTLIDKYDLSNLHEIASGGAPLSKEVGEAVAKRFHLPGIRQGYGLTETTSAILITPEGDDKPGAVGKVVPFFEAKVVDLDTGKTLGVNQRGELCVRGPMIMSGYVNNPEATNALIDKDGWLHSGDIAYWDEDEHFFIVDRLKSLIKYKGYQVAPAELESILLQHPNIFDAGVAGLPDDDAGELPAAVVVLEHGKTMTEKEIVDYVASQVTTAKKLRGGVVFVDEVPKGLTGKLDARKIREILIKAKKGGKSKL
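Purified P. pyralis luciferase (10nM final) with 10uM D-luciferin and 10uM ATP (Km levels) in 50mM Tris acetate pH 7.5, 10mM Mg acetate, 0.01% Tween-20, 0.05% BSA; qHTS 6-point titration, ~60 µM downward; luminescence read.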
MBNL1 CUG block: MBNL1-poly(CUG) RNA binding inhibition | Potency, µM (titrated, usually from 57.5 µM), for inactives: at the top dose activity change, negative = inhibition, hits mostly inhibitors | Q9NR56 | AID 2675 | TR-FRET MBNL1-His/biotin-(CUG)12 binding, 665/545 ratio | hit rate 0.036% among 280,000; active means well fitted inhibition curve with a large enough effect in the signal ratio, with a control signal flat, not every such curve was filed as active; inconclusive means small, poorly fitted or top-dose-only effect, or effect the other way, or a change in a side signal; inactive means no such curve, though single readings can be large or run the other way; the % refers to the signal ratio; further: on the % scale 0 is the no-effect control and ±100 the full control effect
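Inhibition of protein-RNA binding appears as loss of TR-FRET between terbium anti-His antibody on MBNL1-His and streptavidin-XL665 on biotin-(CUG)12. Activity is normalized to buffer-only and uninhibited-complex controls.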
Rab9 prom act: activates the Rab9 promoter; Potency, µM (titrated, usually from 9.22 µM), without a hit: at the highest dose activation, negative = inhibition, most hits filed as activators; Huh7 Rab9 promoter-luciferase reporter, luminescence, 24 h; hit rate 2.8% among 320,000; AID 485297; further: % of control where 0% means no effect; nearly all actives have a fitted effect of over 60% in size
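Rab9 promoter-driven luciferase in stably transfected Huh7 cells; 1500 cells/well rested 2 h, exposed to compound in DMSO for 24 h at 37 °C, 5% CO2. Luminescence read 10 min after adding luciferase reagent at ambient temperature.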
uPA surface inh: inhibitors of cell surface uPA generation; AID 540303; cell surface uPA generation assay, qHTS; Potency, µM (titrated, usually from 38.3 µM), for the others: top-dose activity change, negative = inhibition, usual class: inhibitors; hit rate 0.31% among 330,000; active means well fitted inhibition curve with a large enough effect; inconclusive means small, poorly fitted or top-dose-only effect; inactive means no such curve, though single readings can be large or run the other way; tested in mouse RAW 264.7 cells; further: on the % scale 0 is the no-effect control and ±100 the full control effect; nearly all actives have a fitted effect of over 55% in size
VP16 counter: inhibits Gal4-VP16 luciferase reporter, ROR gamma counter-screen. hit rate 3.5% among 310,000. AID 2546. Drosophila S2 Gal4-VP16 UAS-luciferase, luminescence, 20 h. Potency, µM (doses to about 53.6 µM), inactives show at the top dose activity, negative = inhibition, actives largely listed as inhibitors;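 further: Gal4-VP16 expression switched on by copper sulfate through the metallothionein promoter; on the % scale 0 is the no-effect control and ±100 the full control effect; nearly all actives have a fitted effect of over 50% in size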
p53 reactivation: mutant p53 re-activation in reporter cells; H1299 p53-A138V BP100-luciferase reporter, luminescence, 24 h; Potency, µM (highest dose often 92.2 µM), for the others: top-dose activity change, positive = activation, usual class: activators; hit rate 0.063% among 320,000; further: % of control where 0% means no effect; nearly all actives have a fitted effect of over 45% in size
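p53-null H1299 cells stably carrying temperature-sensitive p53-A138V and a BP100-luciferase reporter were pinned with compounds (4-point, 1:5 series) and held 24 hrs at 37 deg C. Luminescence was read 10 min after detection reagent.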
RORgamma inh: blocks mouse ROR gamma transcriptional activity; P51450; Drosophila S2 Gal4-RORgamma UAS-luciferase reporter, 20 h; Potency, µM (top dose mostly 53.6 µM), for inactives: top-dose activity change, negative = inhibition, hits mostly inhibitors; hit rate 5.4% among 310,000; AID 2551; further: on the % scale 0 is the no-effect control and ±100 the full control effect; nearly all actives have a fitted effect of over 60% in size
Target sequence (P51450 whole entry, looked up, the tested form may be a part): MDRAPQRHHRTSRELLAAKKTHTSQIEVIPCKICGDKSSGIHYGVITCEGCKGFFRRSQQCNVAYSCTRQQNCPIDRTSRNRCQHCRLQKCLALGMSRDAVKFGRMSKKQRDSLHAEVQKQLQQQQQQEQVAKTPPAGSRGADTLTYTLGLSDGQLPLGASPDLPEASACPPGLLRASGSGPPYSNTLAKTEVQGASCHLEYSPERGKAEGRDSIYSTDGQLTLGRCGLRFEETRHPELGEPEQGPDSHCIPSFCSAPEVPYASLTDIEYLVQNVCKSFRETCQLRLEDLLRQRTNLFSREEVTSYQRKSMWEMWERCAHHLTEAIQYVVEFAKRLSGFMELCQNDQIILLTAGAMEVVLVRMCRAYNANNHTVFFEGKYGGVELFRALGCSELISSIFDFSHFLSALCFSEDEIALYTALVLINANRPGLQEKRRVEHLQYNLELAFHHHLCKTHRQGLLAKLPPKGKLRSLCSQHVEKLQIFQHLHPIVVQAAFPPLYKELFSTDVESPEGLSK
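In this cell-based reporter format, copper sulfate (700 uM final) drives Gal4–ROR gamma fusion expression from a metallothionein promoter in Drosophila Schneider cells; compounds preincubated 1 hr, reporter read after 20 hr at ambient temperature.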
ELG1 genotox: genotoxicity induction in ELG1-luciferase HEK293T cells; HEK293T ELG1-luciferase reporter, luminescence, 16 h; Potency, µM (titrated, usually from 46 µM), for the others: at the top dose activity change, positive = activation, usual class: activators; hit rate 1.3% among 330,000; further: % of control where 0% means no effect; nearly all actives have a fitted effect of over 60% in size
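Step 1: seed 2,000 HEK293T ELG1-luciferase cells per well. Step 2: add compound or DMSO, incubate 16 hr at 37 °C. Step 3: ONE-Glo, 30 min at room temperature, read luminescence.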
BRCA1 expr act: BRCA1 expression activation. MCF7-BRCA1-FFLuc reporter, luminescence, 48 h; response scale: scaled: vehicle 0%, 10 µM genistein 100%. Potency, µM (titrated, usually from 46.1 µM), for inactives: at the highest dose activation, actives largely listed as activators. hit rate 1.1% among 380,000. AID 624202; further: nearly all actives have a fitted effect of over 80% in size; some results filed as inactive show a strong effect at the top dose
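Luminescence from a BRCA1-driven firefly luciferase in MCF7 cells was read after 48 h compound exposure at 37 C. Data normalized against DMSO and a 10microM genistein activation control, then curve-fitted across the titration.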
NPC1 promoter act: NPC1 promoter activation; Huh7 NPC1 promoter luciferase reporter, 24 h; Potency, µM (series often up to 9.22 µM), without a hit: top-dose activation, usual class: activators; hit rate 2.4% among 320,000; AID 485313;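 further: % of control where 0% means no effect; nearly all actives have a fitted effect of over 60% in size; reporter is driven by a mutant NPC1 promoter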
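Luminescence from an NPC1 promoter-driven luciferase reporter in stably transfected Huh7 cells was measured after 24 h compound treatment at 37 °C, followed by 10 min ambient incubation with luciferase detection reagent.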
* = called active by the depositor; u = inconclusive; x = not tested or not shown; & = joins results of further samples; [ ] = another dose, or the depositor's remark. Unless noted, the call rests on the fitted dose curve; in most records, active means well fitted curve in the direction sought with a large enough effect; inconclusive means small, poorly fitted or top-dose-only effect, or another doubt; inactive means no such curve, though single readings can be large; an effect the other way counts as inactive or inconclusive. Potency means the concentration at half of the fitted maximal effect.

SMILES | FLuc modulator | MBNL1 CUG block | Rab9 prom act | uPA surface inh | VP16 counter | p53 reactivation | RORgamma inh | ELG1 genotox | BRCA1 expr act | NPC1 promoter act
CN1c2ccccc2C(C)(C)C12CC(CCl)=NO2 (stereo not given) | 1% | 3% | -7% | -4% | 9% | 1% | -26% | -3% | -13% | -5%
O=C(c1cnn2ccccc12)N1CCN(C2CCCCC2)CC1 | 2% | 0% | -6% | 13% | -4% | 23% | 18% | 11% | 0% | -4%
COc1ccc(CN2C[C@H](C)[C@@H](CC(=O)NCc3ccccc3)C2=O)cc1 | 3% | -2% | -1% | 7% | -8% | x | -37% | -1% | 1% | -6%
NC(=O)c1cc(NC(=O)CCNS(=O)(=O)c2cccc(C(F)(F)F)c2)cc(C(N)=O)c1 | -2% | 9% | 2% | -6% | 0% | -2% | -12% | -1% | -25% | 1%
O=C(Nc1ccccc1)c1ccc(NC(=O)C2CC2)cc1 | 7.6µM* | 0% | 2.8µM* | -5% | 3% | 7% | 8% | 21µM* | 4µM* | 1.6µM*
O=C(CSc1ccccc1C(=O)O)Nc1cccc(C(=O)O)c1 | -1% | -7% | 0% | x | 3% | 8% | -17% | 1% | 3% | 1%
O=C1N=C(N2CCCC2)S/C1=C\c1cn[nH]c1-c1ccccc1 | -15% | 20% | 13% | x | -2% | -8% | 40% | 10% | x | 14%
CCC(C)[C@H](NC(=O)N1CCn2c1nc1ccccc12)C(=O)NCc1ccccc1 (stereo not given in full) | 1% | -8% | -11% | 1% | -3% | 0% | 4% | -1% | -10% | -3%
C#CCOc1c(Br)cc(/C=N\NC(=O)CN2CCOCC2)cc1OCC | 3% | 8% | -2% | 6% | 35µM* | -2% | 12% | -3% | -14% | 0%
C=CCNC(=S)NNC(=O)c1ccccc1OCC | -1% | 0% | -3% | 6% | -7% | -4% | -25% | 2% | -35% | -8%
CN(c1ccccc1)S(=O)(=O)c1ccc(Cl)nc1 | -1% | 1% | -1% | -4% | 3% | -1% | 5% | 0% | -9% | -6%
CC(C)[C@H](NC(=O)N1CC(=O)Nc2ccccc21)C(=O)N[C@H](Cc1ccccc1)C(=O)O | 6% | 2% | 0% | 11% | -5% | x | -7% | 4% | -20% | -1%
O=[N+]([O-])c1ccc2oc(-c3cccc(O)c3)nc2c1 | 2.1µM* | u | 3.2µM* | 0% | -19% | 24% | 14% | u | 1% | 27%
CCN(CC)C(=O)CSc1nnc(-c2ccc(F)cc2)n1N | 8% | -2% | 8% | 2% | 3% | 31% | 19% | -1% | 24% | -4%
CCOC(=O)c1cnn(-c2ccccc2)c1N | u | -11% | -1% | -10% | -8% | 6% | 21% | 0% | 85% | 3%
CC(C)CC(=O)Nc1ccc2ccccc2c1 | -2% | -1% | u | 0% | 1%&5% | 5%&4% | 2%&23% | -2%&13% | 4% | -6%&24%
Cc1cc(C)c2sc(N(CCCN(C)C)C(=O)c3ccc(S(=O)(=O)N(C)Cc4ccccc4)cc3)nc2c1 | 10% | x | -6% | u | x | 7% | x | -14% | -89% | -2%
C=CCOn1c(=O)c(C)[n+]([O-])c2ccccc21 | -1% | u | -1% | 0% | -5% | 6% | 0% | -1% | -7% | 0%
CCN1CCN(c2nc3c(C)cccn3c(=O)c2/C=C(\C#N)C(=O)NCCCOC)CC1 | 1% | u | -1% | -12% | 7% | 4% | -3% | 2% | -4% | -2%
COc1ccc(NC(=O)C(C)N2CCN(C)CC2)cc1 (stereo not given) | -8% | -1% | -5% | 3% | 0% | 0% | 9% | -2% | 24% | 1%
CC(C)c1csc(CN2CCC(CO)(Cc3cccc(F)c3)CC2)n1 | -7% | 1% | -5% | 10% | -10% | 0% | 0% | 2% | -18% | -1%
Cc1ccc(CN2CCSc3ccc(C(=O)NCC4CCCO4)cc32)cc1 (stereo not given) | 1% | 31%[activator] | 0% | 2% | 3% | -5% | 15% | -10% | -22% | 18%
Cc1nc2c3cnn(-c4ccc(C)c(C)c4)c3ncn2n1 | 6.7µM* | 7% | 2µM* | 5% | 18% | u | -1% | u | u | 2µM*
Cn1cc(CN2CCCCC2CO)c(-c2ccc(Oc3ccccc3)cc2)n1 (stereo not given) | 3% | 3% | -11% | -3% | 0% | 0% | 14% | 1% | -26% | 0%
COc1cccc2sc3ccc(NCc4ccc5c(c4)OCO5)cc3c(=O)c12 | u | u | 3% | u | 20% | x | -3% | 4% | 25% | 2%
Cc1cccc(-n2ccnc2SCC(=O)Nc2ccc3c(c2)OCCO3)c1 | -14% | -6% | -5% | 2% | 1% | 6% | -12% | 0% | -14% | 2%
COc1cccc(N2CC(NS(=O)(=O)c3cccnc3)CC2=O)c1 (stereo not given) | -14% | x | 5% | 7% | x | 12% | x | -3% | 7% | -1%
CCNC(=O)N1CCN(CCCC(c2ccc(F)cc2)c2ccc(F)cc2)CC1 | 1% | x | -31%[inhibitor][46.1 µM] | -1% | 8% | 2% | 22% | u | -33% | -27%[46.1 µM]
CN(C)c1ccc(NC(=O)CN2CCC(C(=O)c3ccc(F)cc3)CC2)cc1 | -3% | 4% | -1% | x | 0% | 8% | -3%[10 µM] | 0% | 3% | 9%
COc1cc(/C=N/Nc2ccc(C(=O)O)cc2)cc(OC)c1OC | 11µM* | 17% | 2µM* | 1% | u | 12% | u | 16µM* | 111% | 1.6µM*

Compounds listed so far that have an aryl thioether with sulfur outside any ring, in the order listed:
SMILES | FLuc modulator | MBNL1 CUG block | Rab9 prom act | uPA surface inh | VP16 counter | p53 reactivation | RORgamma inh | ELG1 genotox | BRCA1 expr act | NPC1 promoter act
O=C(CSc1ccccc1C(=O)O)Nc1cccc(C(=O)O)c1 | -1% | -7% | 0% | x | 3% | 8% | -17% | 1% | 3% | 1%
CCN(CC)C(=O)CSc1nnc(-c2ccc(F)cc2)n1N | 8% | -2% | 8% | 2% | 3% | 31% | 19% | -1% | 24% | -4%
Cc1cccc(-n2ccnc2SCC(=O)Nc2ccc3c(c2)OCCO3)c1 | -14% | -6% | -5% | 2% | 1% | 6% | -12% | 0% | -14% | 2%

Three compounds already listed, sorted by length of the SMILES, lowest first.
SMILES | FLuc modulator | MBNL1 CUG block | Rab9 prom act | uPA surface inh | VP16 counter | p53 reactivation | RORgamma inh | ELG1 genotox | BRCA1 expr act | NPC1 promoter act
Cc1nc2c3cnn(-c4ccc(C)c(C)c4)c3ncn2n1 | 6.7µM* | 7% | 2µM* | 5% | 18% | u | -1% | u | u | 2µM*
COc1cccc(N2CC(NS(=O)(=O)c3cccnc3)CC2=O)c1 (stereo not given) | -14% | x | 5% | 7% | x | 12% | x | -3% | 7% | -1%
Cn1cc(CN2CCCCC2CO)c(-c2ccc(Oc3ccccc3)cc2)n1 (stereo not given) | 3% | 3% | -11% | -3% | 0% | 0% | 14% | 1% | -26% | 0%

Other compounds.
SMILES | FLuc modulator | MBNL1 CUG block | Rab9 prom act | uPA surface inh | VP16 counter | p53 reactivation | RORgamma inh | ELG1 genotox | BRCA1 expr act | NPC1 promoter act
COc1ccc(NC(=O)c2ncn[nH]2)cc1 | 15µM* | -5% | 22% | -2% | -6% | 11% | 1% | 8% | 20% | 14%
COc1cccc(NC(=S)N(CCN(C)C)C(C)c2cccnc2)c1 (stereo not given) | -2% | -1% | 13% | -2% | 4%[10 µM] | 5% | -27% | -15% | -22% | -2%
CN(C)c1ccc(/C=C/c2nc3ccccc3c(=O)n2CCO)cc1 | -15% | u | 9% | u | -7% | 11% | 15% | -2% | 41% | 15%
COc1cccc(C(=O)NCCCn2ccnc2)c1 | -1% | 0% | 0% | u | -2% | 21% | -2% | 2% | 4% | -1%
CC(=O)N/C(=C\c1ccccc1)C(=O)OCC(=O)Nc1cc(S(=O)(=O)N(C)C)ccc1Cl | 2% | x | -2% | -9% | x | 2% | x | 1% | 20% | -3%
CSc1ccc(CNC2CC2)cc1 | 1% | 9% | 2% | -6% | -12% | -4% | -10% | 0% | -11% | -1%
Cc1cc(C)nc(N2CCCC(C(=O)Nc3cccc(Cl)c3)C2)n1 (stereo not given) | 4% | 8% | 0% | -5% | -7% | 0% | 24% | -7% | -16% | -3%
COc1ccc(-c2ccc(SCC(=O)N3CCOCC3)nn2)cc1OC | 15µM* | -1% | 4% | x | -9% | 9% | -4% | u | 4% | 22%
CCOC(=O)C1=C(C)NC(SC(C)=O)=NC1c1ccc(OC(C)=O)c(OC)c1 (stereo not given) | 1% | 1% | x | -3% | -1% | x | 7% | x | 3% | x
O=C(COC(=O)CNC(=O)c1ccccc1F)Nc1cccnc1Cl | -3% | 4% | 2% | -1% | 6% | 4% | 10% | -1% | 9% | -3%
Cc1ccc(C)c(S(=O)(=O)Nc2ccc(C(=O)NCCc3ccccn3)cc2)c1 | -6% | -4% | -4% | -3% | 8% | 15% | 1% | 1% | 3% | -1%
O=C(O)c1ccc(N2CCN(C(c3ccccc3)c3ccccc3)CC2)c([N+](=O)[O-])c1 | 1% | -4% | -2% | -5% | -5% | 13% | 7% | -2% | -7% | 1%
COC(=O)[C@@]1(Cc2ccc(OC)cc2)[C@@H]2[C@@H](CC(=O)[C@H]2CC(=O)C(=O)N(C)C)CN1C(=O)c1ccccc1 | 3% | -3% | 3% | -5% | 4%&5% | 11% | u | -1% | -29% | -4%
